Screening results from PubChem BioAssay.
S100A4 inh HTS – inhibitors of S100A4-myosin IIA peptide binding, primary screen, biochemical, fluorescence polarization, TAMRA-MyoIIA peptide; 0.14% of 360,000 active; Protein S100-A4 (Homo sapiens), P26447; inhibition, % at 10.7 µM; AID 652163, 2013;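 active = mean inhibition of at least 70% across replicates, with every replicate also reaching that level; inconclusive = mean inhibition reaches 70% but some replicates fall short; inactive = mean inhibition below 70%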
Target sequence (P26447 whole entry, looked up): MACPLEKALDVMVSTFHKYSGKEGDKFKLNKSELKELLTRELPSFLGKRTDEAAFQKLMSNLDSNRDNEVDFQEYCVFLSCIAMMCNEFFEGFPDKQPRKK
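Compound dosing: one dose per compound; test system: human S100A4 monomer with TAMRA-labelled myosin IIA peptide; probe or stimulus: TAMRA-labelled myosin IIA heavy-chain peptide probe, 5 nM; medium: HEPES buffer with Ca2+, pH 7.2; schedule: 5 min incubation before reading; benchmarks: neutral control DMSO, positive control TFP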
DENV2 CPE rescue – inhibitors of DENV2 cytopathic effect, primary screen, cell-based, plate reader, single concentration; DENV2-infected cells, cytopathic effect rescue; 1.7% of 350,000 active; AID 651640, 2012; CPE inhibition, % at 9.99 µM; in the data active = CPE inhibition above about 20%, passing the limit was not always enough; inconclusive = no clear call, values can overlap the other calls; tested in BHK-21 cells;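 note: 0% = median of neutral control wells and 100% = median of positive control wells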
PglD inh – C. jejuni PglD acetyltransferase inhibitors, primary screen, biochemical, DTNB colorimetric, single point; UDP-N-acetylbacillosamine N-acetyltransferase PglD (Campylobacter jejuni); purified PglD enzyme, DTNB colorimetric CoA detection; inhibition, % at 12.5 µM; 0.098% of 360,000 active; AID 602405, 2012; in the data active = inhibition above about 16%, passing the limit was not always enough; inconclusive = no clear call, values can overlap the other calls; note: strong numbers were not always called active
Statin myotox sup – suppressors of statin myotoxicity in C2C12 myotubes, primary screen, cell-based, single point, plate reader | 0.78% of 330,000 active | AID 602340, 2012 | C2C12 myotubes + simvastatin, ATP luminescence, 48 h; scaled: DMSO 0, geranylgeraniol control 100 | rescue of ATP level, % at 7.49 µM;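 active = mean ATP rescue above about 67%, or every replicate alone reaching that limit, limit read from the data, passing the limit was not always enough; inconclusive = no clear call, values can overlap the other calls; inactive = mean under the limit and some replicate under it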;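 note: myotubes were challenged with 10 µM simvastatin during compound exposure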
E-selectin induc – E-selectin induction in HUVECs, primary screen, imaging, HUVEC, immunofluorescence imaging, single point; activation, % at 7.58 µM; 0.37% of 260,000 active; normalized: neutral wells 0, TNF-alpha wells 100;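 active = mean E-selectin-positive cell signal at least 10% of the positive control, reached in at least 60% of replicates, without over 20% cell loss; inconclusive = no rule given, readout overlaps actives, possibly toxicity-flagged; inactive = the rest, including those meeting only one limit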;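 note: in these data hits start at about 27%; measured in HUVEC primary endothelial cells; signal is the percent of cells scored E-selectin positive by PE staining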
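Test system – human umbilical vein endothelial cells (HUVEC), E-selectin induction · Input – 3,000 HUVEC seeded per well · Buffer or medium – EGM-2, gelatin · Compound dosing – single-point compound dose · Detection – immunofluorescence imaging · Measure – percent E-selectin-positive cells · Controls – TNF-alpha high, DMSO low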
SIRT5 block – SIRT5 desuccinylase inhibitors, primary screen, biochemical, fluorescence imaging, single point, set 5; NAD-dependent protein deacylase sirtuin-5, mitochondrial (Homo sapiens), Q9NXA8; Purified SirT5, succinyl-peptide AMC, trypsin-coupled fluorescence; inhibition, % at 15 µM; 1.1% of 330,000 active; in the data active = inhibition above about 15%; inconclusive = no clear call, values can overlap the other calls
Target sequence (Q9NXA8 whole entry, looked up): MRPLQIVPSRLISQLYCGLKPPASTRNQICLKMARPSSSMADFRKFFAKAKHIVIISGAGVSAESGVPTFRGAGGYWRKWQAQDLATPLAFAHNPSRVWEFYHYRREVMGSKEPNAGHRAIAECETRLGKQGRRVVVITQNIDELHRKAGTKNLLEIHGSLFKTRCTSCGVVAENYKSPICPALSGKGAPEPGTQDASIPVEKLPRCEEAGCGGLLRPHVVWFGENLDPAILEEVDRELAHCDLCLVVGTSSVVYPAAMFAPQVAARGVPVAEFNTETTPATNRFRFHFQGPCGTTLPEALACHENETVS
ERp5 inh – inhibitors of ERp5-driven insulin aggregation, primary screen, biochemical, turbidity, absorbance 650 nm, single point | 90 min | inhibition, % at 9.99 µM | 0.05% of 350,000 active | AID 651711, 2012;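 active = mean replicate inhibition above about 25%, with every replicate also reaching it, limit read from the data, passing the limit was not always enough; inconclusive = only one of those two criteria met; inactive = neither criterion met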
Target sequence (Q15084 whole entry, looked up): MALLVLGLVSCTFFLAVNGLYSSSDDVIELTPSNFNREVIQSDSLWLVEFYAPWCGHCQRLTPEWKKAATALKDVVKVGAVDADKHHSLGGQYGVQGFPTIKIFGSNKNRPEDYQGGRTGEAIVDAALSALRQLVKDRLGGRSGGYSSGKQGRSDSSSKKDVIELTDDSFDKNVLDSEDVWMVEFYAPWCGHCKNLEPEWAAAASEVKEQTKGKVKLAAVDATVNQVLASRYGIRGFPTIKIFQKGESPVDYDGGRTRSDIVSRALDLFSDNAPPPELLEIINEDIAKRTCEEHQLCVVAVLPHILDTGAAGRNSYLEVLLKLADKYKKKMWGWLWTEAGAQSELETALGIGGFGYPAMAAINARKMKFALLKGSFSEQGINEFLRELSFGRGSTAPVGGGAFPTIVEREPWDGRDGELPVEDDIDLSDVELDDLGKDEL
Numbers without * were called inactive; ? = inconclusive; · = no result given.

SMILES | S100A4 inh HTS | DENV2 CPE rescue | PglD inh | Statin myotox sup | E-selectin induc | SIRT5 block | ERp5 inh
CCCCN(C(=O)NC(=O)Nc1cc(C)ccc1C)S(C)(=O)=O | 0 | · | -3 | -4 | · | 1 | 16
CN1C(=O)c2cc(NC(=O)C3CCOCC3)ccc2OC[C@@H]2O[C@@H](CC(=O)NCC3CC3)CC[C@@H]21 | -3 | -10 | 5 | 1 | 0.0 | -3 | -12
CC(=O)Nc1ccc(Nc2cc(C(C)C)nc3c(-c4ccccc4)c(C)nn23)cc1 | -4 | -9 | · | · | 0.6 | -5 | -2
OC1OC2COC(c3ccccc3)OC2C(O)C1O (stereo not given) | 0 | 19 | · | · | · | · | 0
CCOC(=O)CC1C(=O)NCCN1C(=O)c1cccc(OC)c1 (stereo not given) | -5 | -5 | -4 | 12 | 24 | -2 | 0
Cc1ccc(C(=O)Nc2ccccc2N2CCCCC2)cc1[N+](=O)[O-] | 3 | · | -13 | -12 | · | 1 | -1
CCCCCCCCCCCCOC(=O)C[N+](C)(C)C | 2 | -8 | · | · | 0.0 | 1 | 2
Brc1cccc(CNCCCN2CCOCC2)c1 | -1 | 7 | 1 | -31 | · | -5 | 2
Cc1csc(/C(C#N)=N/O)n1 | 3 | -1 | 0 | -9 | · | 1 | -5
C[C@@H]1CCCCO[C@@H](CN(C)S(=O)(=O)c2ccccc2)[C@H](C)CN([C@H](C)CO)C(=O)c2cc(NS(C)(=O)=O)ccc2O1 | -24 | -2 | 0 | 4 | 2.3 | 2 | 5
Oc1ccccc1C1=NN(c2ccccc2)C(c2ccc(F)cc2)C1 (stereo not given) | -4 | 7 | 3 | 1 | 1.0 | 10 | 1
CCC(C)Nc1nc(N)c([N+](=O)[O-])c(Nc2ccccc2OC)n1 (stereo not given) | -7 | -1 | 6 | · | · | -3 | 2
C[C@H]1CCCCO[C@H](CN(C)C(=O)c2ccncc2)[C@@H](C)CN([C@@H](C)CO)C(=O)c2cc(NS(=O)(=O)c3ccc(Cl)cc3)ccc2O1 | -5 | -1 | -9 | · | -0.2 | 4 | 2
CC(C)C(NC(=O)c1ccco1)C(=O)OCC(=O)N1CC(=O)Nc2ccccc21 (stereo not given) | 2 | -13 | 3 | -1 | · | 1 | 1
O=C(NC(c1ccc(Cl)cc1)c1cccnc1)C1CCN(CCOc2ccc(Cl)cc2Cl)CC1 (stereo not given) | 10 | 10 | 1 | -13 | -0.1 | · | 1
CCN1C(=O)CC(C(=O)NCCc2ccc(S(N)(=O)=O)cc2)SC1=Nc1ccc(OC)cc1 (stereo not given) | -2 | 9 | 0 | 4 | · | -1 | 2
COc1cccc(-c2ccc3c(c2)O[C@@H](CN(C)C(=O)C2CC2)[C@@H](C)CN([C@H](C)CO)S3(=O)=O)c1 | 16 | 1 | -2 | 26 | 1.5 | -1 | 4
Cc1onc(-c2ccccc2)c1NC(=O)Nc1ccc(OC(F)F)cc1 | -4 | 1 | 1 | 23 | 0.7 | -4 | -4
COc1ccc(CCNC(=O)c2c(N)no[n+]2[O-])cc1OC | -1 | -2 | 2 | · | 0.0 | -3 | 0
CC(=O)NCCC(=O)Nc1cc(S(=O)(=O)N2CCOCC2)ccc1N1CCOCC1 | 1 | 0 | · | · | · | · | 6
C[C@H]1CN([C@@H](C)CO)C(=O)CCCn2cc(nn2)CO[C@@H]1CN(C)Cc1cccc2c1OCCCO2 | -3 | -2 | -1 | -4 | 0.0 | 0 | 11
C[C@@H]1CN([C@H](C)CO)C(=O)c2cc(NC(=O)CCCN(C)C)ccc2O[C@@H](C)CCCCO[C@H]1CN(C)Cc1ccncc1 | -48 | 10 | -3 | 4 | -0.1 | 2 | 3
C[C@H](CO)N1C[C@H](C)[C@H](CN(C)C)Oc2ccc(N(C)C)cc2CC1=O | -6 | 4 | 5 | 10 | 12 | 3 | -1
O=C(/C=C/c1ccc(-c2ccccc2[N+](=O)[O-])o1)c1ccccc1 | 0 | -3 | -1 | · | · | -1 | -9
O=C(C1CCC1)N1CCCCN2[C@@H](CO)[C@H](c3ccc(-c4cccc(F)c4)cc3)[C@@H]2C1 | -5 | 0 | -1 | 13 | · | 12 | 0

Some of the entries so far, with two lines to a compound.
Screens in order – S100A4 inh HTS | DENV2 CPE rescue | PglD inh | Statin myotox sup | E-selectin induc | SIRT5 block | ERp5 inh
C[C@@H]1CN([C@H](C)CO)C(=O)c2cc(NC(=O)CCCN(C)C)ccc2O[C@@H](C)CCCCO[C@H]1CN(C)Cc1ccncc1
  -48 | 10 | -3 | 4 | -0.1 | 2 | 3
Cc1onc(-c2ccccc2)c1NC(=O)Nc1ccc(OC(F)F)cc1
  -4 | 1 | 1 | 23 | 0.7 | -4 | -4
C[C@H]1CCCCO[C@H](CN(C)C(=O)c2ccncc2)[C@@H](C)CN([C@@H](C)CO)C(=O)c2cc(NS(=O)(=O)c3ccc(Cl)cc3)ccc2O1
  -5 | -1 | -9 | · | -0.2 | 4 | 2
Cc1csc(/C(C#N)=N/O)n1
  3 | -1 | 0 | -9 | · | 1 | -5
CCCCN(C(=O)NC(=O)Nc1cc(C)ccc1C)S(C)(=O)=O
  0 | · | -3 | -4 | · | 1 | 16

Back to the main list; the 3 compounds before the break are reprinted first.
SMILES | S100A4 inh HTS | DENV2 CPE rescue | PglD inh | Statin myotox sup | E-selectin induc | SIRT5 block | ERp5 inh
C[C@H](CO)N1C[C@H](C)[C@H](CN(C)C)Oc2ccc(N(C)C)cc2CC1=O | -6 | 4 | 5 | 10 | 12 | 3 | -1
O=C(/C=C/c1ccc(-c2ccccc2[N+](=O)[O-])o1)c1ccccc1 | 0 | -3 | -1 | · | · | -1 | -9
O=C(C1CCC1)N1CCCCN2[C@@H](CO)[C@H](c3ccc(-c4cccc(F)c4)cc3)[C@@H]2C1 | -5 | 0 | -1 | 13 | · | 12 | 0
C/C=C/c1ccc([C@H]2[C@H](CO)N(S(=O)(=O)CC)C23CN(C(=O)CC)C3)cc1 | -2 | -8 | · | · | -0.3 | 1 | -2
CCNc1ccc(S(=O)(=O)N2CCOCC2)cc1NCC(=O)Nc1cccc(Br)c1 | -3 | 2 | -2 | -6 | 0.0 | -4 | -4
Cc1ccc(Cn2c(N/N=C/c3ccncc3)nc3c2c(=O)n(C)c(=O)n3C)cc1 | -4 | -4 | -5 | · | 0.4 | 7 | 2
Clc1ccccc1CN1CCN(CCCc2ccccc2)CC1 | -3 | -4 | · | · | 1.0 | -5 | 0
O=C(NCc1ccccc1)c1nc2c(nnn2Cc2cccc(Cl)c2)c(=O)[nH]1 | 1 | 3 | -4 | 5 | · | 0 | 0
COc1ccc(C(=O)N/C(=C\c2cn(S(=O)(=O)N(C)C)c3ccccc23)C(=O)N2CCN(C)CC2)cc1OC | -2 | -9 | -3 | 10 | -0.1 | -1 | 2
COc1ccc(C(CCN2CCN(c3ccccc3)CC2)c2c(O)cc(OC)cc2OC)cc1 (stereo not given) | · | · | 1 | 11 | -0.3 | · | ·
O=C(Nc1ccc(N2CCOCC2)cc1N1CCOCC1)c1ccc(Br)cc1 | -18 | -1 | 5 | · | -0.1 | -2 | 12
COCCCNC(=O)CN1C(=O)COc2ccc(S(=O)(=O)N3CCCCCC3)cc21 | 0 | 0 | 3 | 9 | · | 0 | 0
COc1ccc(C)cc1S(=O)(=O)N1CC(C)OC(C)C1 (stereo not given) | -4 | -5 | 2 | -7 | · | · | 4
COC(=O)c1ccc2nc(-c3cccc(Br)c3)c(Cc3ccccc3)n2c1 | -5 | 1 | · | · | 0.1 | -1 | -5
CC(C)NC(=O)N(C)C[C@H]1OCCCC[C@H](C)Oc2ccc(NC(=O)Nc3cccc4ccccc34)cc2C(=O)N([C@@H](C)CO)C[C@H]1C | 3 | 6 | 1 | · | · | 1 | -2
O=C(Cc1ccccc1[N+](=O)[O-])NC1CC1 | 1 | -5 | · | · | · | -1 | 2
CN1C(=O)C(CC(=O)NCC2CCCCC2)SC1=Nc1ccccc1 (stereo not given) | 5 | 12 | · | · | 2.3 | 3 | 7
CO[C@H]1CN(C)C(=O)c2cc(NC(=O)c3cccc(F)c3)ccc2OC[C@H](C)N(C)C[C@@H]1C | · | -2 | -2 | -5 | 0.0 | -9 | -4
COc1ccc(CC(=O)NC(=S)Nc2cccc(CO)c2)cc1 | -1 | 1 | -4 | 6 | · | 0 | -3
COCC#Cc1ccc([C@H]2[C@H]3CN(C(=O)C4CCC4)CC(=O)N3[C@H]2CO)cc1 | -16 | 11 | · | · | -0.1 | -5 | 4
COc1ccc(C(=O)NCC(c2ccco2)N(C)C)cc1S(=O)(=O)NCc1ccc(Cl)cc1 (stereo not given) | 0 | 7 | -2 | 1 | · | 2 | -13
Clc1cccc(CN2CCCCCC2)c1 | -2 | 0 | 2 | -5 | 0.1 | -1 | 3
Cc1cc(NS(=O)(=O)c2ccc(NC(=O)/C=C/c3ccccc3)cc2)nc(C)n1 | -6 | ? | -5 | 8 | -0.4 | 2 | 5
C[C@@H]1CN([C@@H](C)CO)C(=O)c2cc(NS(=O)(=O)c3ccc(F)cc3)ccc2O[C@H]1CN(C)S(=O)(=O)c1ccc(Cl)cc1 | -12 | 8 | 1 | · | -0.4 | 0 | 6
CCc1nn(CC(=O)NCCCN(CC)CC)c(=O)c2cc3sc(C)cc3n12 | -1 | 1 | -6 | 1 | -0.1 | 6 | -1
O=[N+]([O-])c1ccc(O)c(/C=N/NC2=NS(=O)(=O)c3ccccc32)c1 | 2 | 7 | · | · | 0.0 | 2 | 0
CCC(=NNC(=O)c1cccc(S(=O)(=O)N2CCOCC2)c1)c1ccccc1 | 0 | -6 | 0 | 27 | · | -1 | 11
COCCCNC(=O)Cn1cnc(C(=O)Nc2ccc(C)c(C)c2)n1 | -5 | 3 | 3 | 0 | -0.1 | -4 | 1
c1ccc(NN(Cc2ccncc2)c2ccccc2)cc1 | 5 | 6 | -1 | 2 | 0.0 | -1 | -7
COc1ccc(C(=O)C2CCCN(C(=O)c3cc4nc(C)cc(C)n4n3)C2)cc1F (stereo not given) | -4 | -7 | -1 | -4 | · | 3 | -1

A draw from above in order of heavy-atom count, lowest first:
SMILES | S100A4 inh HTS | DENV2 CPE rescue | PglD inh | Statin myotox sup | E-selectin induc | SIRT5 block | ERp5 inh
COC(=O)c1ccc2nc(-c3cccc(Br)c3)c(Cc3ccccc3)n2c1 | -5 | 1 | · | · | 0.1 | -1 | -5
CCC(=NNC(=O)c1cccc(S(=O)(=O)N2CCOCC2)c1)c1ccccc1 | 0 | -6 | 0 | 27 | · | -1 | 11
CO[C@H]1CN(C)C(=O)c2cc(NC(=O)c3cccc(F)c3)ccc2OC[C@H](C)N(C)C[C@@H]1C | · | -2 | -2 | -5 | 0.0 | -9 | -4
C[C@@H]1CCCCO[C@@H](CN(C)S(=O)(=O)c2ccccc2)[C@H](C)CN([C@H](C)CO)C(=O)c2cc(NS(C)(=O)=O)ccc2O1 | -24 | -2 | 0 | 4 | 2.3 | 2 | 5

Only part of the results is shown; count on the stated rates, not on these rows.
